Compound activity (PubChem BioAssay)
hcGAS lum – Primary biochemical luminescence assay for human cyclic GMP-AMP synthase inhibitors. Q8N884. recombinant h-cGAS, ATP depletion, Kinase-Glo luminescence. inhibition, % at 12.5 µM. 0.081% of 290,000 active;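 further: 0% = vehicle reaction and 100% = reaction without DNA for no activity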
Target sequence (Q8N884 whole entry, looked up): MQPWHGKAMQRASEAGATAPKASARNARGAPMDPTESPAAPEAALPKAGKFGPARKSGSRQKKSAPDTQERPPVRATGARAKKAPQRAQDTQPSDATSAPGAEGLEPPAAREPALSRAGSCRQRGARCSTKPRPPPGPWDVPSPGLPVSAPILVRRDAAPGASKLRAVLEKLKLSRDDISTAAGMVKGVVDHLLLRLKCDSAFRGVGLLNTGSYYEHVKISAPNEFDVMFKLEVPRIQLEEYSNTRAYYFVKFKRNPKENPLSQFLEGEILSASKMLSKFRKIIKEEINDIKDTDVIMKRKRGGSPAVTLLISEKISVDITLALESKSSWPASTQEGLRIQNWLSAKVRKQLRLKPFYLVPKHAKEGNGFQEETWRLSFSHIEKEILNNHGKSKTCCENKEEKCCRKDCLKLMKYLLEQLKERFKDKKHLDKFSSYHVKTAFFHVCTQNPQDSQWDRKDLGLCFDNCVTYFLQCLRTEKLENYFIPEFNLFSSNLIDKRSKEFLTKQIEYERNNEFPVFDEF
mcGAS inh – cyclic GMP-AMP synthase inhibitors, mouse, primary biochemical chemiluminescence; AID 1259399, 2018; 0.15% of 160,000 active; Q8C6L5; inhibition, % at 12.5 µM; recombinant cGAS, Kinase-Glo ATP depletion luminescence;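 further: 0% = negative control wells and 100% = reference inhibitor with no enzyme activity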
NPYLR7 agonist – agonists of mosquito NPYLR7 receptor, primary screen, cell-based, Aedes aegypti, calcium fluorescence, mosquito biting behavior; activation, % at 10 µM; HEK293T NPYLR7/Galpha15, GCaMP6s calcium fluorescence; Aedes aegypti neuropeptide Y-like receptor 7 (NPYLR7); 0.15% of 270,000 active; in the data active means activation above about 40%;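 further: 0% = vehicle and 100% = reference agonist at the receptor; some compounds past the cut are filed as inactive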
Starred values were filed as active, the others as inactive; nt = not tested or not shown; & = joins results of further samples. Unless noted, no stated cut-off is given here; in the data, active means inhibition above about 40%; inactive means the rest.

SMILES	hcGAS lum	mcGAS inh	NPYLR7 agonist
O=S(=O)(CCc1ccccc1)N1CCN(c2ccc3nnc(-c4ccco4)n3n2)CC1	-0.1	1.9	1.4
CCc1[nH]n(-c2cccc(C)c2C)c(=O)c1C1=C(N2CCC(C)CC2)C(=O)N(c2cc(C)ccc2OC)C1=O	-7.1	-9.1	3.3
CC1CN(C(=O)c2cc3n(n2)CCN(Cc2ccc(Cl)cc2)C3=O)CC(C)O1 (centres undefined)	-2.8	-6.3	14.0
CN1CCN(c2nc(Nc3ccc(Br)cc3)nc3ccccc23)CC1	-1.4	-5.7	-10.4
CC(C)c1[nH]n(-c2ccc(Cl)c(Cl)c2)c(=O)c1C1=C(N2CCN(C)CC2)C(=O)N(C(C)C)C1=O	-13.4	-10.7	11.4
Cc1nn(-c2ccc(Cl)cc2)c(C)c1CC(=O)NC1(C)CCCC1	-2.1	nt	-1.5
CCc1nc2c(OC)cccn2c1N(C=O)CC(=O)N(C)C	-6.5	-2.5	13.2
CCC(C)C(=O)Nc1cccc(CNC(=O)c2ccc3c(c2)CCN3C(C)=O)c1 (centres undefined)	-4.5	-12.7	10.9
Cn1cc(NC(=O)N2CCCC2)c2ccccc21	-4.6	-7.8	-2.7
NC1(C(=O)O)CCN(Cc2ccc3c(c2)OCCO3)C1 (centres undefined)	-8.7	nt	17.9

Ordered by length of the SMILES (rising): some entries from above
SMILES	hcGAS lum	mcGAS inh	NPYLR7 agonist
Cn1cc(NC(=O)N2CCCC2)c2ccccc21	-4.6	-7.8	-2.7
CN1CCN(c2nc(Nc3ccc(Br)cc3)nc3ccccc23)CC1	-1.4	-5.7	-10.4
CCC(C)C(=O)Nc1cccc(CNC(=O)c2ccc3c(c2)CCN3C(C)=O)c1 (centres undefined)	-4.5	-12.7	10.9

Next section:
SMILES	hcGAS lum	mcGAS inh	NPYLR7 agonist
C#CCCC(C#N)(C#N)c1ncc(-c2ccc(OC)cc2)cn1	2.6	nt	-0.7
CC(CN1CCCCC1)OC(=O)CC1(c2ccccc2)C(=O)c2ccccc2C1=O (centres undefined)	-3.8	nt	-4.9
Cc1cc(CNC(=O)c2cnn(-c3nccc(-c4cc(C)sc4C)n3)c2C)on1	-6.2	-5.6	11.1
CCC(Sc1nc(N)c(C#N)cc1C#N)C(=O)Nc1ccccc1 (centres undefined)	1.5	nt	0.9
NC(=O)[C@@H]1CN2CCN(S(=O)(=O)c3ccccc3)C[C@@H]2[C@H]1c1ccccc1	-2.2	-2.5	5.8
CC1CCN(C(=O)CC2CCN(S(=O)(=O)c3ccc(Cl)s3)CC2)CC1	-16.6	-5.8	nt
CCN(C)c1ccc(CNC(=O)c2c(C)nn(C)c2Cl)cc1F	-4.8	nt	1.9
CC(C)N(C)C(=O)CC1CCNCC1	12.2	nt	-1.4
Cc1noc(C)c1CC1(C)C(=O)Nc2ccc(S(=O)(=O)NC3CCCCC3)cc21 (centres undefined)	-2.0	-2.1	0.2
COCC(=O)N1C[C@H]2CNC[C@@]2(C(=O)N2CCC(Cn3cccn3)CC2)C1	5.0	0.9	-13.5

Structures from the list above containing an aryl methoxy group:
SMILES	hcGAS lum	mcGAS inh	NPYLR7 agonist
CCc1[nH]n(-c2cccc(C)c2C)c(=O)c1C1=C(N2CCC(C)CC2)C(=O)N(c2cc(C)ccc2OC)C1=O	-7.1	-9.1	3.3
CCc1nc2c(OC)cccn2c1N(C=O)CC(=O)N(C)C	-6.5	-2.5	13.2
C#CCCC(C#N)(C#N)c1ncc(-c2ccc(OC)cc2)cn1	2.6	nt	-0.7

Continued.
SMILES	hcGAS lum	mcGAS inh	NPYLR7 agonist
CN(Cc1ccccc1)C(=O)c1nn2c(C(F)(F)F)cc(-c3cccs3)nc2c1Br	1.2	-3.4	-11.4
Cc1nccn1CC1CCCN(Cc2nc(C)n3ccccc23)C1 (centres undefined)	-5.3	-11.7	5.8
COc1ccccc1NC(=O)C(=O)NCC1CCCN1S(=O)(=O)c1ccc(C)cc1 (centres undefined)	-5.3	nt	9.3
Cc1cccc(OC(C)(C)C(=O)N2CCCC(c3ccn[nH]3)C2)c1C (centres undefined)	-7.6	-11.1	-7.3
CC1=C(C(=O)NC2CC2)C2(CCCCC2)OC1=O	-7.0	-3.6	3.1
Cc1nc2c(=O)n(Cc3ccccc3Cl)nc(-c3cccs3)c2s1	-0.6	-7.6	2.5
CCOCCCNC(=O)c1cc(NC(=O)Nc2ccc(C)cc2C)ccc1N1CCC(Cc2ccccc2)CC1	-3.9	-4.0	12.3
Cc1ccc2c(c1)c(C#N)nn2C	-14.1	nt	2.2
O=S(=O)(NCCNc1nc(-c2ccccc2Cl)nc2ccccc12)c1ccc(F)cc1	1.7	-3.3	6.9
CCc1nc2ccc(C(=O)NCc3ccccc3OC)cn2c1N(CC)CCOC	-5.9	-4.1	-4.9
CCOC(=O)c1nn(-c2ccccc2)c(=O)c2c(NC(=O)Cc3ccccc3)scc12	-4.1	-6.6	0.3
CCC(NS(=O)(=O)CC)c1ccccc1OC(F)F (centres undefined)	-8.0	nt	2.3
COc1ccc(NC(=O)CCn2cnc3c([nH]c4ccc(C)cc43)c2=O)cc1	1.6	-0.8	nt
O=C1NCCN1CCn1cc(C2CCOC2)nn1 (centres undefined)	-8.5	-6.4	nt
Cc1c(C)n2c3c(=O)n(Cc4ccccc4)c(=O)n(C)c3nc2n1CCCO	-12.3	nt	8.7
CCCCCc1nc2ccc(Br)cn2c1Nc1c(C)cccc1C	1.3	-2.0	nt
COc1ccc(N2CCN(Cc3cc(=O)c(OC)cn3CC(=O)NC3CCCCC3)CC2)cc1	-7.1	-7.9	1.1
Cn1cc(C(=O)NCc2ccccc2)c2[nH]c(=O)n(-c3ccc(Cl)cc3)c(=O)c21	-7.3	nt	0.6
CC(C)n1c(/C=C/[C@H](O)C[C@H](O)CC(=O)O)c(-c2ccc(F)cc2)c2ccccc21	-5.5	-6.2	-0.5
O=C(C=Cc1ccc([N+](=O)[O-])cc1)c1ccc(F)cc1	-2.9	nt	5.7

The list goes on (three carried over from the part before).
SMILES	hcGAS lum	mcGAS inh	NPYLR7 agonist
Cn1cc(C(=O)NCc2ccccc2)c2[nH]c(=O)n(-c3ccc(Cl)cc3)c(=O)c21	-7.3	nt	0.6
CC(C)n1c(/C=C/[C@H](O)C[C@H](O)CC(=O)O)c(-c2ccc(F)cc2)c2ccccc21	-5.5	-6.2	-0.5
O=C(C=Cc1ccc([N+](=O)[O-])cc1)c1ccc(F)cc1	-2.9	nt	5.7
CCOC(=O)CCNC(=O)N1CCCCC1c1cccc(OC)c1 (centres undefined)	-4.5	nt	5.4
Cc1nccn1C(C)C(=O)NCc1cccnc1Oc1ccc(F)c(F)c1 (centres undefined)	-1.2	nt	0.1
Nc1ncnc2c1c(-c1cnc3[nH]ccc3c1)nn2C1CCCC1	-0.5	-3.8	-9.1
COc1ccc(-c2cnn3c(C)c(C(=O)NCCSCc4ccco4)cnc23)cc1	-6.1	3.9	-7.3
Cc1[nH]c2ccccc2c1C(C[N+](=O)[O-])c1ccccc1Cl (centres undefined)	-6.1	nt	-4.2
CC1(C)CC(=O)C2C(=Nc3ccccc3NC2c2ccco2)C1 (centres undefined)	-4.8	-6.2	1.2
O=c1c2ccccc2c(=O)c2c1c(NC1CCCCC1)cc1oc3ccccc3[nH]c12	0.6	-6.0	-7.8
Cc1cc(C)nc(Nc2nc(C(N)CCc3ccccc3)cs2)n1 (centres undefined)	-5.7	-6.7	-2.0
Cc1ccc(-n2nc(C)c(-c3ccccc3)c2NC(=O)CN(C(=O)Nc2ccc(Cl)cc2)C(C)C)cc1	-0.5	0.0	-0.7
CCN1C(=O)NC(c2ccc(Cl)cc2Cl)C2=C1CN(CCC(=O)N(C)Cc1ccco1)C2=O (centres undefined)	-9.2	-7.2	-1.4
CC(C)Cn1c(C(C)O)nc2ccccc21 (centres undefined)	-8.0	nt	-1.8
NC(CC1CCCC1)c1ccc(Oc2ccccc2)cc1 (centres undefined)	-12.7	nt	13.1
CCc1ccc(C(=O)N(CCN2CCOCC2)CC(=O)N(Cc2ccc(F)cc2)Cc2sccc2C)cc1	-6.9	-5.1	-5.8
CCc1nc2n(n1)C(=O)C(C(c1ccccc1Cl)N1CCOCC1)S2 (centres undefined)	-4.5	-0.4	-4.4
Cc1ccc(NC(=O)Cn2c(CN3CCOCC3)nc3sc4c(c3c2=O)CCC(C)C4)cc1 (centres undefined)	-4.3	-5.6	13.5
O=C(N1CCN(c2nc3nccc(-c4ccc5c(c4)OCO5)n3n2)CC1)C(Cl)(Cl)Cl	-7.5	-11.1	-2.9
CCc1cc(N2CCN(Cc3ncnn3CC)CC2)nc(N2CCCC2)n1	3.8	nt	-3.8
O=C(Cn1nnnc1CN1CCOCC1)N1CCCN(Cc2cccs2)CC1	0.5&-9.1	-4.2	4.2&-3.6
CCCCN(Cc1cccn1Cc1ccc(Br)cc1)C(=O)CN(CCOC)S(=O)(=O)c1ccc(Cl)c([N+](=O)[O-])c1	4.2	0.4	9.2
O=C(NCc1cccnc1)C1COC2(CCN(C(=O)c3cccc(Cl)c3)CC2)N1C(=O)c1ccc(F)cc1 (centres undefined)	1.1	-2.5	0.7
Cn1c(=O)c2c(nc(SCC(N)=O)n2C)n(C)c1=O	-6.4	nt	-2.5
CCCCC[n+]1cccc2ccccc21	2.6	nt	0.3
CC(=O)Cn1c(=O)c2c(nc3n2CCCN3c2ccc(Cl)cc2)n(C)c1=O	-8.5	-8.8	nt
CCc1sc(C(=O)Nc2ccc(S(=O)(=O)N(C)C3CCN(C)CC3)cc2)cc1C	-1.4	nt	2.7
COc1cc(OC)c(NS(=O)(=O)c2ccc(OC)c(Br)c2)cc1Cl	-3.9	nt	-1.4
Cc1cccn2c(Cn3cc(CC(C)c4ccccc4)nn3)cnc12 (centres undefined)	-7.9	nt	0.5
CCc1nc2c(OCC(N)=O)cccn2c1N(C)C(=O)C(C)C	2.6	-1.1	-3.2
COc1ccc(-n2nnc3c(N4CCN(C(=O)CSCc5ccccc5)CC4)ncnc32)cc1	-4.5	-5.8	-11.9
CNc1nc2cnc(Nc3ccc(SC)cc3)cc2n1CCOC	-1.2	-7.4	2.4
Cc1ncccc1CNc1c(C)c(C)nn1CCO	-18.3	-16.0	3.8
C=CCn1c(=NC(=O)CN2C(=O)c3ccccc3C2=O)sc2cc(C)ccc21	-8.6	nt	4.5
COc1c(S(=O)(=O)N2CCN(c3cccc(C)c3C)CC2)ccc(Cl)c1Cl	-4.8	nt	4.3
COc1cc(C(O)c2nc(-c3csc4ccccc34)cs2)ccc1F (centres undefined)	-7.4	nt	6.0
CCC(C)c1ccc(NC2=NCCCCC2)cc1 (centres undefined)	-6.2	-8.4	-3.5
COc1ccc(CC(=O)N2CCC3(CC2)OCc2cc(-c4ccc(F)cc4)ccc2O3)cc1	-4.5	-1.3	4.0
CCOC(=O)c1c(N=Cc2nc(-c3ccccc3)oc2O)sc(C)c1C	-5.3	-2.9	-4.7
O=C(O)c1cc(-c2cccnc2)cc(S(=O)(=O)N2CCOCC2)c1	-6.6	nt	6.8
COc1cc2[nH]c(Nc3ccc(Cl)cc3)c([N+](=O)[O-])c2cc1OC	5.8	nt	-0.2
O=C(CC1COCCN1Cc1ccc(C(F)(F)F)cc1)c1ccco1 (centres undefined)	-9.9	-16.8	-6.8
O=C(CSc1ccc2nnc(-c3ccncc3)n2n1)NCCc1ccccc1	0.3	-1.6	0.9
Cc1c(C(=O)NCc2cccc(C(F)(F)F)c2)sc(=O)n1Cc1ccc(S(=O)(=O)N(C)C)cc1	5.4	nt	-11.4
COC(=O)c1nc2n(n1)CCCN2S(=O)(=O)/C=C/c1ccccc1Cl	0.9	0.9	-1.7
Cc1ccc(NC(=O)CSc2nnc3nc(C)cc(C)n23)c(Cl)c1	-8.1	nt	0.1
Cn1cc(C(=O)NS(=O)(=O)/C=C/c2ccccc2)cn1	-0.4	-6.7	2.1
COc1ccc(-c2sc(C)nc2C)c(OC)c1OC	0.5	nt	6.7
Cc1[nH]n(-c2nc(-c3ccc(Cl)cc3)cs2)c(=O)c1N=Nc1ccc([N+](=O)[O-])cc1Cl	1.5	-4.8	-7.6
O=C(NC1(c2ccc(F)cc2)CCC1)c1ccc[nH]c1=O	-17.3	nt	-0.4
O=C(CS(=O)(=O)Cc1ccc(Cl)cc1)NCc1cccs1	-6.2	nt	-1.1
CCN1CCCC1CNCC(O)COc1c(C)cccc1C (centres undefined)	-9.6	nt	-0.4
CN(C)c1nc(Cl)nc(Oc2ccc(=O)[nH]n2)n1	-14.2	-1.8	12.8

More structures.
SMILES	hcGAS lum	mcGAS inh	NPYLR7 agonist
CC(=O)c1[nH]c(C)c(C(=O)N2CCc3nc(C)n(C)c(=O)c3CC2)c1C	-2.1	-10.7	8.8
N#Cc1c(SCC(=O)c2ccc(Cl)cc2)nc2c(c1-c1ccc(F)cc1)CCCC2	7.0	-6.4	-7.5
CCOC(=O)CCN(CCl)C(=O)OC	4.7	-2.1	-3.6
O=C(Nc1ccc(Oc2ccccc2F)cc1)C1CCN(C2Cc3ccccc3C2)CC1	-5.9	-10.7	-1.6
CCN1CCC(NCc2ccc(NC(C)=O)cc2)CC1	-15.2	nt	10.4
CN(C)S(=O)(=O)c1ccc(C(=O)Nc2ccc(C#N)cc2)o1	-11.6	nt	-0.6
O=C(CN1CCN(c2ccc(F)cc2)CC1)NC1CCCC1	-13.1	nt	20.9
Cc1ccc(/C=C/S(=O)(=O)N2CC(C(N)=O)c3ccccc32)cc1 (centres undefined)	-11.8	nt	7.8
O=C(c1cccc([N+](=O)[O-])c1)N1CCN(c2cc(Oc3ccc(Cl)cc3)ncn2)CC1	-4.2	-5.2	11.8
O=C(NC1CC1)c1ccc(CSc2nnc(-c3ccncc3)n2-c2cccc(C(F)(F)F)c2)cc1	4.3	-3.1	8.1
CCCCCCCCCCCC[C@H](C(=O)O)[C@@H](C)C(=O)O	-1.2	-2.8	nt
